FBA Mtb inh = Mtb FBA enzyme inhibitors, primary screen, biochemical, fluorescence, strain H37Rv; purified M. tuberculosis FBA, fluorescence read-out; inhibition, % at 1 µM; hit rate 2.3% among 360,000; AID 588726, 2011; in the data active = inhibition above about 27%;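 note: 0% = vehicle and 100% = reference inhibitor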
Target sequence (P9WQA3 whole entry, looked up): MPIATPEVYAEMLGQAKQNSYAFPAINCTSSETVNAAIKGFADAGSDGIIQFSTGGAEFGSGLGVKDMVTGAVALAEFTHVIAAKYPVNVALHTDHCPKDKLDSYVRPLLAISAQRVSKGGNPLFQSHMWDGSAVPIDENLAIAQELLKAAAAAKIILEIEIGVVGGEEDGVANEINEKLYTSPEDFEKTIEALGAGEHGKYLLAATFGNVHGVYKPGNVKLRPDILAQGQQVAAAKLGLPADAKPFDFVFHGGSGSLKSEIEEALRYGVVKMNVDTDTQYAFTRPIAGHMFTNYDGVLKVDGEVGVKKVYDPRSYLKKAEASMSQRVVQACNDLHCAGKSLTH
GDH-TPI inh = GDH-TPI coupling enzyme inhibitors, primary screen, artefact control for M. tuberculosis FBA inhibitor project, biochemical, absorbance, full deck; AID 588335, 2011; inhibition, % at 4.8 µM; GDH-TPI coupled enzyme counterscreen, NADH absorbance; hit rate 1.2% among 360,000; in the data active = inhibition above about 30%;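 note: 0% = DMSO wells and 100% = wells lacking the enzyme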
FadD28 binding = inhibitors of FadD28 bisubstrate probe binding, primary screen, biochemical, fluorescence polarization, single point; AID 588549, 2011; Mycobacterium tuberculosis FadD28 fatty-acid-AMP ligase; inhibition, % at 12.5 µM; hit rate 0.22% among 360,000; in the data active = inhibition above about 8.5%, passing the limit was not always enough; inconclusive = no clear call, values can overlap the other calls
PfHsp40 rescue = rescue of yeast from PfHsp40 toxicity, primary screen, S. cerevisiae, ATP luminescence; S. cerevisiae expressing PfHsp40, growth rescue; growth rescue, % at 12.5 µM; hit rate 0.68% among 340,000; in the data active = growth rescue above about 28%, passing the limit was not always enough; inconclusive = no clear call, values can overlap the other calls;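 note: yeast W303a lacking pdr1 and pdr3 grown in galactose medium; growth measured after three days at 30 °C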
Anthrax LF prot = Bacillus anthracis LF protease inhibitors, primary screen, biochemical, multiplex microsphere, MLPCN library | multiplex microsphere protease cleavage assay | inhibition, % at 10 µM | Lethal factor (Bacillus anthracis), P15917 | hit rate 0.12% among 360,000; note: plate controls were buffer without enzyme for full effect and enzyme alone for no effect
BoNT F protease = BoNT/F light chain protease inhibitors, primary screen, biochemical, flow cytometry, MLPCN library | Botulinum neurotoxin type F light chain protease (Clostridium botulinum) | Multiplex microsphere protease cleavage assay | inhibition, % at 10 µM | hit rate 0.22% among 360,000; in the data active = inhibition above about 35%, passing the limit was not always enough; inconclusive = no clear call, values can overlap the other calls; note: plate controls were buffer without enzyme for full effect and enzyme alone for no effect
UGM FP inh = M. tuberculosis UGM enzyme inhibitors, primary screen, biochemical, fluorescence polarization, single point; UDP-galactopyranose mutase (Mycobacterium tuberculosis (strain ATCC 25618 / H37Rv)), …; purified UGM, fluorescence polarization probe displacement; inhibition, % at 10 µM; hit rate 0.06% among 320,000; AID 504406, 2011; in the data active = inhibition above about 10%, passing the limit was not always enough; inconclusive = no clear call, values can overlap the other calls
Target sequence (P9WIQ1 whole entry, looked up): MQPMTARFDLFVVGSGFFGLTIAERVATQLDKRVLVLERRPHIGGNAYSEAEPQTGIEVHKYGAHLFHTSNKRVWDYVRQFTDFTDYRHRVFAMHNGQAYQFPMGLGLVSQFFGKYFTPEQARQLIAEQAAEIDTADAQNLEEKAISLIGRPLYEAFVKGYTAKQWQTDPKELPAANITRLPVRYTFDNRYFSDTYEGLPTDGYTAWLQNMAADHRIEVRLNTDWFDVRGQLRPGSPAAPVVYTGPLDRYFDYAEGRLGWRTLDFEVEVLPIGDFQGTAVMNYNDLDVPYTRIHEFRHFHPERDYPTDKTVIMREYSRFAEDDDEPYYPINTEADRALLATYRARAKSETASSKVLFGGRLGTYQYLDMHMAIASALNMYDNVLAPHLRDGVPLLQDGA
BioA inh = M. tuberculosis BioA enzyme inhibitors, primary screen, biochemical, plate reader, single point, HTS; purified M. tuberculosis BioA enzyme; inhibition, % at 9.99 µM; hit rate 0.096% among 360,000; AID 602481, 2012; in the data active = inhibition above about 40%; inconclusive = no clear call, values can overlap the other calls
BoNT A protease = BoNT/A light chain protease inhibitors, primary screen, biochemical, flow cytometry, MLPCN library; inhibition, % at 10 µM; hit rate 0.17% among 360,000; Botulinum neurotoxin type A light chain protease (Clostridium botulinum A str. ATCC 3502); multiplex microsphere protease substrate cleavage; note: plate controls were buffer without enzyme for full effect and enzyme alone for no effect
* = called active by the depositor; ? = inconclusive; nt = no result given. Cut-off read from the data, not from the text of the source, unless noted: active = inhibition above about 30%; inconclusive = no clear call, values can overlap the other calls; inactive = below that.

SMILES | FBA Mtb inh | GDH-TPI inh | FadD28 binding | PfHsp40 rescue | Anthrax LF prot | BoNT F protease | UGM FP inh | BioA inh | BoNT A protease
COc1ccc(C2=NOC(CNC(=S)N3CCOCC3)C2)cc1 (configuration not stated) | 4 | 3 | -1.9 | -0.3 | 10 | -1 | -3.8 | nt | 0.9
N#Cc1nc(-c2ccc(OCc3ccc(Cl)cc3)cc2)oc1NCCCn1ccnc1 | 1 | 2 | -3.0 | -1.0 | -5 | -14 | -2.9 | -0.8 | -1.0
Cc1cc(N2CCC(C(=O)NC3CC3)CC2)nc(-c2ccccc2)n1 | 1 | 9 | -2.9 | -0.8 | -1 | -1 | 1.4 | -2.2 | 0.5
Cc1ccc(S(=O)(=O)/N=C2/NC(=O)/C(=C/c3cc([N+](=O)[O-])ccc3O)S2)cc1 | -19 | 9 | 33* | 8.9 | 1 | 1 | -6.1 | 0.4 | 0.6
COc1ccc(CN2CCNC(=O)C2CC(=O)NC2CC(C)(C)CC(C)(C)C2)cc1OC (configuration not stated) | -2 | 6 | -7.1 | -0.1 | -2 | -11 | 0.4 | -1.4 | -0.4
O=C1CCCC2=C1C(c1ccco1)Nc1ccc(C(=O)c3ccccc3)cc1N2 (configuration not stated) | -3 | 25 | -0.7 | 3.1 | 10 | 11 | 1.1 | 3.2 | -0.8
COc1ccc(OCCn2cc(/C=N/NC(=O)c3ccncc3)c3ccccc32)cc1 | 2 | 9 | -3.6 | 0.3 | -1 | -1 | -0.3 | nt | -0.5
COc1cc(C=O)ccc1OCC(=O)N1CCCC1 | 4 | 3 | -0.5 | -1.3 | -4 | 0 | 0.9 | nt | 0.1
CCOC(=O)CSC1=C(C#N)C(c2ccccc2OCC)C(C#N)C(=O)N1 (configuration not stated) | 7 | 16 | -0.5 | -1.3 | 2 | 2 | -1.8 | -2.2 | 2.8
CN(C)c1ccc(/C=C/C(=O)c2cc(Cl)ccc2O)cc1 | -4 | -1 | -0.5 | 0.4 | -4 | -29 | -1.2 | nt | 18
COc1ccc(F)cc1S(=O)(=O)NCC1CCCO1 (configuration not stated) | 1 | 4 | -2.0 | -0.7 | -2 | ? | 0.2 | 0.0 | -6.9
COc1ccc(/C=N/NC(=O)c2ccoc2C)cc1COc1c(C)cccc1C | 0 | 3 | -8.2 | -1.1 | 3 | ? | -2.3 | -0.5 | 1.0
CCCCn1c(N)c(N(CC(C)C)C(=O)C2CSC3(C)CCC(=O)N23)c(=O)[nH]c1=O (configuration not stated) | -2 | 3 | -0.6 | -1.2 | -1 | 8 | 0.7 | -1.4 | 7.2
CCCn1nnc(NC(=O)c2cccc(Cl)c2)n1 | -2 | 4 | 2.0 | -0.1 | -4 | -3 | -2.0 | -0.5 | 0.1
CCCNC(=O)C(Cc1ccc(F)cc1)NC(=O)c1ccc(C#N)cc1 (configuration not stated) | 1 | 6 | -1.4 | 2.4 | 3 | -2 | -0.7 | -0.6 | 0.0

The list goes on; it opens with the three that closed the last part.
SMILES | FBA Mtb inh | GDH-TPI inh | FadD28 binding | PfHsp40 rescue | Anthrax LF prot | BoNT F protease | UGM FP inh | BioA inh | BoNT A protease
CCCCn1c(N)c(N(CC(C)C)C(=O)C2CSC3(C)CCC(=O)N23)c(=O)[nH]c1=O (configuration not stated) | -2 | 3 | -0.6 | -1.2 | -1 | 8 | 0.7 | -1.4 | 7.2
CCCn1nnc(NC(=O)c2cccc(Cl)c2)n1 | -2 | 4 | 2.0 | -0.1 | -4 | -3 | -2.0 | -0.5 | 0.1
CCCNC(=O)C(Cc1ccc(F)cc1)NC(=O)c1ccc(C#N)cc1 (configuration not stated) | 1 | 6 | -1.4 | 2.4 | 3 | -2 | -0.7 | -0.6 | 0.0
O=C1NCN(c2ccccc2)C12CCN(C(c1ccccc1OC(F)(F)F)c1nnnn1C1CCCCC1)CC2 (configuration not stated) | 1 | nt | -1.5 | nt | -2 | -3 | nt | 0.1 | 0.2
CCN(CC)C(=O)Cn1cc(C(=O)C(=O)N2CCCc3ccccc32)c2ccccc21 | 0 | 10 | -2.0 | 0.7 | 1 | -1 | -1.6 | 0.2 | -0.4
COc1ccc(-c2ccc(C#N)c(OC(=O)c3c(Cl)cccc3Cl)n2)cc1 | 6 | 13 | -3.4 | 0.0 | 5 | -3 | 0.4 | -0.3 | 0.0
O=C(c1ccc(F)cc1)N1CCC(C(=O)N2CCN(c3ncccn3)CC2)CC1 | 3 | -1 | -0.8 | -0.3 | -10 | -3 | 5.5 | 0.4 | -0.4
CN1CCCN(Cc2ccccc2C(F)(F)F)CC1 | 3 | -1 | 0.7 | -0.7 | -11 | 11 | 0.0 | -0.4 | -1.4
O=C(NCc1ccccc1Cl)NCc1ccccc1Cl | -1 | 13 | -0.5 | -0.6 | 1 | -6 | 1.6 | nt | -1.0
CCOc1ccccc1C(=O)N1CCN(c2cccc(Cl)c2)CC1 | 2 | -4 | -1.8 | -0.5 | -1 | -2 | -1.5 | -0.6 | 1.3
O=C(COc1ncnc2ccccc12)Nc1cccc([N+](=O)[O-])c1 | -2 | -6 | 1.5 | -1.9 | 0 | 5 | -0.8 | nt | 0.3
COc1ccc(OC)c(-c2cc(C(=O)Nc3cc(C)n(Cc4ccc(Cl)cc4)n3)no2)c1 | 1 | 1 | -2.1 | -0.2 | -7 | -3 | 5.2 | 0.8 | -1.5
NC(N)=NS(=O)(=O)c1ccc(NC(=S)NC(=O)/C=C/c2ccc(F)cc2)cc1 | -1 | 13 | ? | -0.6 | 25 | ? | -0.9 | 0.8 | -3.6
Cc1c(NC(=O)C(C)OC(=O)c2c3c(nc4ccccc24)CCC(C)C3)c(=O)n(-c2ccccc2)n1C (configuration not stated) | -1 | 3 | -0.9 | 0.5 | -3 | 0 | 0.5 | -2.0 | 0.0
O=S1(=O)c2c(F)cccc2OC(COc2ccccc2)CN1CCc1ccc(F)cc1 (configuration not stated) | -1 | 3 | -0.5 | -1.6 | -6 | 5 | nt | -0.7 | -0.5
O=C(/C=C/c1ccccc1)NCCCNC(=O)/C=C/c1ccccc1 | 3 | 13 | -2.2 | 0.1 | -8 | -8 | -3.5 | -0.8 | -0.6
CN(C)CCN(C)Cc1c2ccccc2c(CN(C)CCN(C)C)c2ccccc12 | 2 | 10 | -0.8 | -0.3 | -7 | 3 | 7.1 | -2.6 | 33*
O=C(COC(=O)c1cc(=O)[nH]c(=O)[nH]1)Nc1cccc(S(=O)(=O)N2CCOCC2)c1 | -4 | -2 | -3.7 | 0.1 | -3 | -5 | -3.5 | nt | -0.2

Compound profiles, from the list above. Order of values: FBA Mtb inh	GDH-TPI inh	FadD28 binding	PfHsp40 rescue	Anthrax LF prot	BoNT F protease	UGM FP inh	BioA inh	BoNT A protease
`O=C(COc1ncnc2ccccc12)Nc1cccc([N+](=O)[O-])c1` reads -2	-6	1.5	-1.9	0	5	-0.8	nt	0.3
`CCOc1ccccc1C(=O)N1CCN(c2cccc(Cl)c2)CC1` reads 2	-4	-1.8	-0.5	-1	-2	-1.5	-0.6	1.3
`O=C(/C=C/c1ccccc1)NCCCNC(=O)/C=C/c1ccccc1` reads 3	13	-2.2	0.1	-8	-8	-3.5	-0.8	-0.6
`Cc1c(NC(=O)C(C)OC(=O)c2c3c(nc4ccccc24)CCC(C)C3)c(=O)n(-c2ccccc2)n1C` (configuration not stated) reads -1	3	-0.9	0.5	-3	0	0.5	-2.0	0.0

Other records follow.
SMILES | FBA Mtb inh | GDH-TPI inh | FadD28 binding | PfHsp40 rescue | Anthrax LF prot | BoNT F protease | UGM FP inh | BioA inh | BoNT A protease
O=C(Nc1cccc2c1CCCC2)c1ccccc1Cl | 0 | 12 | 2.8 | -2.7 | -4 | ? | -1.2 | -1.5 | -3.0
c1ccc2c(SCc3cn4ccccc4n3)nncc2c1 | -2 | -5 | -2.9 | 0.0 | -4 | 10 | -0.5 | nt | 0.8
CCOC(=O)c1ccccc1NC(=O)COC(=O)C(CCSC)NC(=O)COc1ccccc1 (configuration not stated) | 4 | -1 | -1.4 | -0.6 | -1 | 2 | -0.9 | 0.9 | -3.5
COc1ccc(CCNC(=O)COc2ncnc3cc([N+](=O)[O-])ccc23)cc1 | -2 | 10 | -0.7 | -1.4 | -2 | -3 | -1.3 | nt | 0.6
CCCCn1c(N)c(N(Cc2ccccc2OC)C(=O)c2ccc(N3CCCC3=O)cc2)c(=O)[nH]c1=O | -2 | 8 | -0.2 | -0.9 | 4 | 0 | 4.1 | -0.6 | 2.9
CCC(C)[C@H](NC(=O)C1CCN(C(=O)[C@H](Cc2ccccc2)NS(=O)(=O)c2ccc(C)cc2)CC1)C(=O)O (some centres not stated) | 0 | 0 | -3.0 | -0.4 | -2 | -6 | -0.3 | -0.6 | -1.7
O=C(NCc1cccs1)C1CCN(S(=O)(=O)c2cccc3cccnc23)CC1 | 4 | 14 | 0.2 | 0.7 | -12 | -2 | -0.4 | -3.0 | -0.3
O=C(NCCCn1cccn1)c1cc(COc2ccc(F)cc2Cl)on1 | -1 | 10 | -0.3 | 0.3 | -1 | -2 | 1.5 | nt | -0.2
Cc1ccccc1NC(=S)N(CCN(C)C)C(C)c1cccnc1 (configuration not stated) | 1 | 0 | -0.1 | -1.4 | -7 | -4 | -0.7 | 0.4 | -1.2
N#Cc1ccncc1S(=O)c1ccc(Cl)cc1 (configuration not stated) | 4 | -8 | 1.2 | -1.2 | -3 | 24 | 1.9 | 1.6 | 2.5
CN(CC(=O)Nc1ccc(F)cc1)C(=O)COC(=O)/C=C/c1ccc(OC(F)F)cc1 | -2 | 1 | -6.1 | 1.2 | ? | 2 | -1.1 | -1.4 | 4.1
C=C1C[C@H]2[C@@H]3CCc4cc(OC)ccc4[C@H]3CC[C@]12C | 1 | -8 | -0.6 | -0.3 | -8 | -6 | 1.5 | 0.2 | -0.2
Cc1n[nH]c(C)c1N=Nc1ccc(Br)cc1 | -2 | 14 | -3.2 | 242* | -4 | -1 | -2.2 | -1.2 | -1.1
CC(=O)Oc1cccc(C2=CC(=O)CC(C)(C)C2=O)c1 | 0 | 10 | -2.9 | nt | -4 | -5 | nt | 0.0 | 0.1
CC(C)(C)c1ccc(OCc2nnc(SCC(N)=O)n2N)cc1 | -3 | 2 | -0.2 | -2.8 | 2 | 2 | -0.2 | nt | 0.3
Cc1ccc(S(=O)(=O)N(CC(=O)N/N=C\c2cccs2)c2cccc3cccnc23)cc1 | 0 | 8 | -0.4 | -1.6 | 0 | 0 | 1.2 | nt | 0.3
CC1=NN(Cc2ccccc2)C(=O)C1C(c1ccccc1)C(C#N)C#N (configuration not stated) | 2 | 10 | 0.2 | -0.3 | 1 | -6 | 2.0 | 2.8 | -0.6
O=C(O)c1cccc(S(=O)(=O)Nc2ccc(N3CCCCC3)cc2)c1 | -1 | 6 | -1.1 | -0.3 | -6 | -3 | -1.6 | -0.7 | -0.1
CCOC(=O)N1CCN(C(=O)c2ccc(CNS(=O)(=O)c3ccc(C)cc3)cc2)CC1 | 2 | 0 | -2.4 | -1.0 | 0 | -8 | 5.4 | -0.7 | 0.0
C[C@H](NC(=O)c1nc[nH]c1C(=O)N[C@@H](C)c1ccccc1)C(=O)OC(C)(C)C | -1 | -9 | -2.9 | 0.7 | -8 | -5 | 1.0 | -0.8 | 0.0
Cc1ccc(NC(=O)CN2C(=O)COc3ccc(S(=O)(=O)N4CCOCC4)cc32)cc1F | 11 | 17 | -0.2 | -0.8 | -1 | 4 | -0.7 | -5.2 | 0.3

Source: PubChem BioAssay (several laboratories)
